From PubChem
AID2073 = disruptors of CaV2.2 binding to Mint1 – biochemical, HTRF (AID 2073); HTRF protein-protein interaction, Mint1-CaV2.2; higher % means a stronger effect; inhibition, % at 20 µM; hits with a dose series show IC50 in µM; actives 0.19% (n = 290,000); in the data active means inhibition mostly above about 51%, no sharp cut-off; further: some results filed as inactive read as strong as hits
Autophagy mod = modulators of autophagy. MEF GFP-LC3 puncta imaging; test concentration mostly 10 µM. actives 0.98% (n = 190,000). calls only at 10 µM (by protocol);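 active means percentage of spot-positive cells more than 3 SD above its plate mean, without a fluorescence outlier flag or 80% toxicity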;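 further: spot-positive cell cutoff set from DMSO-treated cells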
RSV antiviral HEp-2 = RSV antiviral activity via CPE protection, HEp-2 cells, primary 10 µM value included (AID 2391); HEp-2 cells, RSV-induced CPE inhibition; higher % means a stronger effect; one-dose CPE inhibition, % at 10 µM; IC50 in µM for titrated hits; actives 0.13% (n = 310,000); in the data active means a potency from the dose series; further: strong numbers were not always called active
WT yeast gro inh = growth inhibition of WT yeast, mitochondrial fusion screen; inhibition, % at 10 µM; AID 1362; mitochondrial fusion phenotypic screen, WT strain; actives 2.1% (n = 190,000); in the data active means inhibition above about 58%; tested in S. cerevisiae
GPR35 arrestin U2OS = GPR35 antagonists blocking zaprinast-driven arrestin recruitment, primary screen, imaging, U2OS, beta-arrestin-GFP, zaprinast agonist (AID 2058); U2OS GPR35 beta-arrestin-GFP translocation imaging, zaprinast antagonism; higher % means a stronger effect; one-dose inhibition, % at 10 µM; IC50 in µM for titrated hits; actives 0.052% (n = 290,000);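 active means inhibition of at least 50% with at least 30 cells and total cytoplasm GFP at most 10,000,000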
NTR1 agonist = agonists of NTR1, primary screen, imaging, U2OS cells, beta-arrestin-GFP, high content (AID 493036). P30989. NTR1-U2OS beta-arrestin-GFP spot imaging, agonist mode. activation, % at 20 µM. actives 0.17% (n = 330,000);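 active means activation at or above 40% of the spot to cytoplasm intensity ratio, with at least 20 cells analyzed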;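 further: 0% = DMSO without peptide and 100% = 100 nM NTR1 peptide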
Target sequence (P30989 whole entry, looked up): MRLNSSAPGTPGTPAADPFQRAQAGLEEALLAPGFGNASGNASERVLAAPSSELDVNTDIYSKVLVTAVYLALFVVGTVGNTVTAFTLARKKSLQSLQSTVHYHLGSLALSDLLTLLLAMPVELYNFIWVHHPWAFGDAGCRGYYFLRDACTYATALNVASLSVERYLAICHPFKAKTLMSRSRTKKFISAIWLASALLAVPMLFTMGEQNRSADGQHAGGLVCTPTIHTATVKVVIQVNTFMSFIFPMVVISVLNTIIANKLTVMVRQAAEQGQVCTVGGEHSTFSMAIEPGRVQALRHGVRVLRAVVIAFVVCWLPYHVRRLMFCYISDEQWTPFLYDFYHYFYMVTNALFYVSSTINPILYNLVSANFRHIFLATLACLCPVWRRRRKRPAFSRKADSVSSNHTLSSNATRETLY
K1F lysis inhibition = inhibition of K1F phage lysis, E. coli UTI89, bacterial capsule biogenesis inhibitors, alamar blue (AID 488966) | inhibition, % at 100 µM; hits with a dose series show IC50 in µM | E. coli UTI89 K1F phage lysis, alamar blue, 2 h; higher % means a stronger effect | actives 0.02% (n = 340,000);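 active means phage lysis inhibition, versus mean bacterial control, above a set limit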;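 further: capsule biogenesis inhibitors block K1F phage lysis so surviving cells raise fluorescence; higher fluorescence means more inhibition of phage lysis; actives were called in the ten point dose series up to 300 µM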
NS5 inhibitors = flavivirus cap methylation enzyme inhibition – biochemical, confirmation dose response, primary screen (AID 588689); Dengue-2 NS5 methyltransferase capping enzyme assay, biochemical; higher % means a stronger effect; inhibition, % at 25 µM; hits with a dose series show IC50 in µM; actives 0.3% (n = 340,000); in the data active means a potency from the dose series
LYP phosphatase = inhibitors of LYP phosphatase, biochemical, fluorescence intensity, uHTS (AID 1779); actives 0.054% (n = 290,000); recombinant LYP phosphatase, fluorescence intensity; higher % means a stronger effect; inhibition, % at 11.5 µM; hits with a dose series show IC50 in µM; in the data active means inhibition above about 50%;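 further: plate controls were vehicle with enzyme for no effect and no enzyme for full effect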
WT yeast gro inh mutant strain = recorded beside WT yeast gro inh, whose call it bears; inhibition, %; mitochondrial fusion phenotypic screen, mutant strain inhibition
Autophagy mod cell loss 18 h = further read-out of Autophagy mod, marked with its call; toxicity, %; measured here: cell loss, nuclei count;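 cell loss after 18 h compound exposure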
NTR1 agonist cell count 20 µM = recorded beside NTR1 agonist, whose call it bears; cell count; measured here: cell count, cytotoxicity flag
* hit, by the source's call; i = inactive; / = not tested or not shown; & = joins results of further samples; [ ] = remark or other dose.

[1] Cc1ccc(C(=O)Nc2cccc(-c3cnc4ccccc4n3)c2)cc1
[2] CCOC(=O)c1c(CN2CCCCC2)n(C)c2cc(Br)c(O)cc12
[3] CCOC(=O)c1cc(-c2ccccc2)sc1NC(=O)C(C)Sc1nnnn1C (centres undefined)
[4] CCN(CC(=O)NCc1cccs1)c1nnnn1-c1ccccc1
[5] CC(=O)C1C(c2ccc(Cl)cc2)NC(=O)NC1(O)C(F)(F)F (centres undefined)
[6] CC(Sc1nc2ccccc2c(=O)n1CC1CCCO1)C(=O)N(C)c1ccccc1 (centres undefined)
[7] COCCCNC(=O)Cc1ccccc1OC
[8] Nc1ccccc1C(=O)NCCN1CCNC1=O

assay / compound | 1 | 2 | 3 | 4 | 5 | 6 | 7 | 8
AID2073 | -3.9% | 1.4% | -4.6% | -4.9% | 12.2% | / | -1.7% | 10.5%
Autophagy mod | i | i | i | i | / | / | i | /
Autophagy mod cell loss 18 h | -20.1 | 0.1 | -2.7 | 13.8 | / | / | 0.0 | /
RSV antiviral HEp-2 | 2.5% | 2.9% | 48.0% | 0.7% | 1.0% | 1.5% | 4.0% | /
WT yeast gro inh | -6.5 | 20.8 | 23.3 | -9.0 | 11.1 | / | -17.7 | /
WT yeast gro inh mutant strain | 8.8 | 10.5 | 10.7 | 9.8 | -1.7 | / | 5.8 | /
GPR35 arrestin U2OS | 15.0% | -6.4% | 6.5% | 2.3% | -2.4% | / | -3.6% | -1.1%
NTR1 agonist | 1.5 | -0.6 | 0.4 | -2.9 | -0.9 | 4.3 | 0.5 | 1.4
NTR1 agonist cell count 20 µM | 65 | 71 | 86 | 75 | 50 | 53 | 25 | 32
K1F lysis inhibition | 0.1% | -0.2% | -0.4% | 0.3% | 0.3% | 0.2%[50 µM] | 1.5% | 0.8%
NS5 inhibitors | -2.8% | -5.0% | -7.3% | 4.1% | -4.8% | -5.9% | 1.6% | -7.0%
LYP phosphatase | -0.4% | 2.4% | 9.6% | -7.3% | -2.7% | / | -6.3% | -9.8%

[9] CS(=O)(=O)N(CC(=O)NCCSCc1c(F)cccc1Cl)c1cccc([N+](=O)[O-])c1
[10] CCOC(=O)c1[nH]ncc1CN1CCCC(C(=O)c2ccc(C(C)(C)C)cc2)C1 (centres undefined)
[11] COc1ccc(Cl)cc1NC(=O)CSC1=NN2CCCC(=O)N=C2S1
[12] Cc1ccc(S(=O)(=O)Oc2ccc(/C=C(/NC(=O)c3ccccc3)C(=O)NCCCC(=O)O)cc2)cc1
[13] Cc1cc(C(=O)N(NC(=O)C(C)C)c2ccccc2)cs1
[14] CCOC(=O)CN1CC23C=CC(O2)C(C(=O)Nc2ccc(F)cc2)C3C1=O (centres undefined)
[15] CCCCC(C)n1[nH]c(=O)c2c(C)cc(C)nc21 (centres undefined)
[16] Cc1nn(S(=O)(=O)c2ccc(F)cc2)c(C)c1S(=O)(=O)N1CCOCC1

assay / compound | 9 | 10 | 11 | 12 | 13 | 14 | 15 | 16
AID2073 | -6.0% | -6.9% | 15.6% | -2.4% | 6.0% | -0.3% | 33.7% | 6.1%
Autophagy mod | i | i | / | i | i | i | / | /
Autophagy mod cell loss 18 h | -8.6 | 5.1 | / | -0.7 | 17.2 | 10.0 | / | /
RSV antiviral HEp-2 | 3.5% | 0.4% | 1.1% | 3.2% | 0.9% | 0.6% | 0.7% | 0.3%
WT yeast gro inh | 21.8 | 20.2 | / | 2.2 | 8.0 | 0.6 | / | /
WT yeast gro inh mutant strain | -29.8 | 19.4 | / | 8.3 | 12.4 | -2.8 | / | /
GPR35 arrestin U2OS | -15.8% | 11.1% | -4.6% | 9.2% | -3.2% | 1.6% | 9.9% | 17.4%
NTR1 agonist | -0.6 | 0.7 | 1.6 | 0.3 | -0.8 | -1.6 | -0.5 | -0.5
NTR1 agonist cell count 20 µM | 40 | 40 | 51 | 52 | 42 | 46 | 65 | 61
K1F lysis inhibition | 0.1% | -0.1% | -0.1% | 0.6% | 0.0% | 3.5% | 0.0%[50 µM] | 0.1%
NS5 inhibitors | -9.2% | -7.1% | -5.7% | -2.3% | / | -13.2% | -3.9% | -7.1%
LYP phosphatase | -5.4% | -5.3% | -3.7% | -4.6% | -4.1% | -2.5% | -2.5% | -11.8%

[17] C=C1C[C@]23C[C@@]1(O)CC[C@H]2[C@@]12C=C[C@H](O)[C@@](C)(C(=O)O1)[C@H]2[C@@H]3C(=O)O
[18] Cc1occc1C(=O)NNC(=O)c1ccccc1F
[19] Cc1ccn2c(/C=N/OCc3ccc(F)cc3)c(-c3ccc(Cl)cc3)nc2c1
[20] Cc1cc(C)c(S(=O)(=O)c2ccccc2C)c(OCC(C)(C)C)n1
[21] CCOC(=O)C1CCN(c2ccc(C(=O)O)cc2[N+](=O)[O-])CC1
[22] Cc1nnc(CN(C)Cc2cn[nH]c2-c2ccc(-c3ccccc3)cc2)o1
[23] CCOc1ccc(NC(=O)CN2CCN(c3ccc(F)cc3)CC2)cc1
[24] Cc1cc(C)c(OCC(=O)Nc2ccc(S(=O)(=O)N3CCOCC3)cc2)c(C)c1

assay / compound | 17 | 18 | 19 | 20 | 21 | 22 | 23 | 24
AID2073 | / | 2.3% | 5.7% | -0.4% | -1.7% | 8.7% | -7.2% | 12.3%
Autophagy mod | / | i | i | i | i | i | / | /
Autophagy mod cell loss 18 h | / | 5.8 | 1.5 | -27.8 | 3.8 | 7.8 | / | /
RSV antiviral HEp-2 | 0.9%&0.7% | -0.8% | 3.5% | 8.6% | 2.0% | 3.4% | 2.1% | 5.0%
WT yeast gro inh | / | -6.0 | -4.1 | 32.3 | -4.9 | 6.5 | / | /
WT yeast gro inh mutant strain | / | -1.4 | -1.4 | 12.6 | -6.6 | -1.5 | / | /
GPR35 arrestin U2OS | / | -1.3% | -1.1% | -0.4% | -1.2% | -0.9% | -3.0% | 5.3%
NTR1 agonist | 2.5&8.0 | 0.4 | 4.9 | 0.9 | 0.1 | 0.1 | 1.1 | 0.8
NTR1 agonist cell count 20 µM | 64&52 | 33 | 47 | 64 | 42 | 56 | 65 | 66
K1F lysis inhibition | 1.1%&-0.5% | -0.5% | -0.2%[50 µM] | 0.2% | 2.0% | 0.2% | -0.2% | 0.6%[50 µM]
NS5 inhibitors | -3.7%&0.7% | -7.8% | -2.1% | -4.2% | -5.0% | 6.2% | -4.8% | -1.3%
LYP phosphatase | / | -4.3% | 5.7% | -2.2% | -7.3% | -4.3% | -13.3% | -5.2%

Results in Autophagy mod and WT yeast gro inh, for 3 of the compounds above:
entry	SMILES	Autophagy mod	WT yeast gro inh
21	CCOC(=O)C1CCN(c2ccc(C(=O)O)cc2[N+](=O)[O-])CC1	i	-4.9
14	CCOC(=O)CN1CC23C=CC(O2)C(C(=O)Nc2ccc(F)cc2)C3C1=O (centres undefined)	i	0.6
10	CCOC(=O)c1[nH]ncc1CN1CCCC(C(=O)c2ccc(C(C)(C)C)cc2)C1 (centres undefined)	i	20.2

The results go on:
[25] CCOC(=O)c1c(NC(=O)CSc2ncnc3[nH]ncc23)sc2c1CCC(C)C2 (centres undefined)
[26] CCCNC(=O)C1CC(c2ccccc2[N+](=O)[O-])=NO1 (centres undefined)
[27] O=Cc1cn(-c2ccccc2)nc1-c1ccncc1
[28] Clc1ccc(-c2cc(COc3ccccc3)no2)cc1Cl
[29] Cc1c(Br)c([N+](=O)[O-])nn1C(C)C(=O)NCC1CCCO1 (centres undefined)
[30] O=C(Nc1ccccc1Cl)Oc1ccc(-c2ccccc2)cc1
[31] N#Cc1c(NC(=O)CSc2nnc(-c3ccccc3)o2)sc2c1CCCC2
[32] Cc1n[nH]c(=O)c2c(NC(=O)CSc3nncn3C(C)C)oc(C)c12

assay / compound | 25 | 26 | 27 | 28 | 29 | 30 | 31 | 32
AID2073 | 22.3% | / | 5.9% | -5.2% | -0.5% | 4.2% | 1.6% | /
Autophagy mod | i | / | i | i | i | / | i | /
Autophagy mod cell loss 18 h | -2.9 | / | -7.5 | 26.6 | -3.9 | / | -18.9 | /
RSV antiviral HEp-2 | 12.2% | 0.6% | 3.7% | 1.8% | 1.9% | 5.6% | 2.3% | 0.7%
WT yeast gro inh | -2.0 | / | -5.2 | -4.7 | 1.1 | / | -5.3 | /
WT yeast gro inh mutant strain | -0.7 | / | 12.0 | -10.3 | -5.7 | / | 2.3 | /
GPR35 arrestin U2OS | -5.1% | / | 10.4% | -2.8% | -1.4% | 19.3% | 9.7% | /
NTR1 agonist | 18.6 | -1.2 | -0.9 | 3.4 | -2.2 | 0.7 | 6.9 | -2.3
NTR1 agonist cell count 20 µM | 48 | 97 | 44 | 40 | 61 | 76 | 59 | 80
K1F lysis inhibition | 0.1% | -0.7% | 0.2% | -0.2% | 0.0% | -0.1% | 7.0% | 0.7%[50 µM]
NS5 inhibitors | -11.1% | -5.5% | -8.3% | -5.5% | -0.6% | -0.7% | -5.7% | -8.1%
LYP phosphatase | 5.6% | / | 4.1% | -10.7% | 3.4% | -4.5% | -9.6% | /

[33] Cc1ccc(-c2noc(CN(C(=O)Cc3ccccc3)C(C)C)n2)cc1
[34] O=C(CN1C(=O)NC2(CCCc3ccccc32)C1=O)N1CCN(C(=O)c2ccco2)CC1 (centres undefined)
[35] O=S(=O)(CCc1nc2ccccc2s1)c1ccc(Cl)cc1
[36] O=C(O)COc1ccccc1/C=N/NC(=O)CN1CCN(Cc2ccc(Cl)cc2)CC1
[37] CSCCC(NC(=O)c1ccco1)C(=O)NCC1CCCCC1 (centres undefined)
[38] O=S(=O)(NC1=NCCCCC1)c1ccccc1Cl
[39] C=CCn1c(SC(CCO)C(=O)NCc2ccco2)nc2sc3c(c2c1=O)CCC3 (centres undefined)
[40] CCc1ncc(CN2CCC(C(=O)Nc3cccc(-c4cscn4)c3)CC2)cn1
[41] S=C(NC1CCCC1)N1CCN(c2cccc(Cl)c2)CC1

assay / compound | 33 | 34 | 35 | 36 | 37 | 38 | 39 | 40 | 41
AID2073 | -4.2% | 7.9% | -3.4% | -3.2% | / | 7.5% | 3.6% | 1.2% | -10.0%
Autophagy mod | i | i | i | / | / | / | i | / | i
Autophagy mod cell loss 18 h | -3.2 | 0.8 | -3.8 | / | / | / | -26.3 | / | 14.5
RSV antiviral HEp-2 | 2.2% | 0.6% | -0.1% | 0.6% | 0.9% | -0.3% | 1.2% | 2.0% | 6.0%
WT yeast gro inh | 18.9 | -10.1 | -2.4 | / | / | / | -5.3 | / | 8.0
WT yeast gro inh mutant strain | 12.6 | -3.5 | -5.4 | / | / | / | -3.4 | / | 11.8
GPR35 arrestin U2OS | 8.2% | -1.9% | 1.3% | -3.0% | / | 9.7% | -15.7% | -9.7% | -0.5%
NTR1 agonist | 1.9 | -0.9 | -1.5 | -1.0 | 1.0 | 2.8 | 6.6 | 1.5 | -1.9
NTR1 agonist cell count 20 µM | 56 | 60 | 75 | 59 | 37 | 52 | 98 | 54 | 95
K1F lysis inhibition | 5.7% | 0.0% | 0.3% | 0.3% | 0.2%[50 µM] | 0.1% | -0.1% | -0.4%[50 µM] | 0.2%
NS5 inhibitors | -7.6% | -2.7% | -5.6% | -3.1% | -7.4% | -5.9% | 0.0% | -5.8% | 8.9%
LYP phosphatase | -4.1% | -5.0% | -7.5% | -2.2% | / | -2.9% | -4.5% | -8.3% | -1.2%
